# AMA1-RON2 inh: disrupts binding of P. falciparum AMA1 to RON2; AlphaScreen AMA1-biotinylated RON2 peptide binding; Potency, µM (highest dose often 58.2 µM), for the others: at the highest dose activity change, negative = inhibition, usual class: inhibitors; 360,000 compounds, 0.2% hits; AID 720542;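 note: potency is the fitted concentration of half-maximal effect; 0% = vehicle wells and -100% = peptide control; nearly all actives have a fitted effect of over 45% in size; some results filed as inactive show a strong effect at the top dose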
#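 AMA1 (3D7) with his tag at 25 nM final met compounds first, then biotinylated RON2 peptide at 25 nM; detection used donor plus acceptor beads, 10 µg/mL apiece, read by AlphaScreen after 30 min at room temperature.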
# HCV inh: inhibitors of hepatitis C virus infection; Huh7.5.1 HCVcc-Cre infection, luciferase reporter, 44 h; Potency, µM (titrated, usually from 41.8 µM), without a hit: at the top dose activity change, negative = inhibition, usual class: inhibitors; 340,000 compounds, 3.4% hits; note: potency is the fitted concentration of half-maximal effect
#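 Seed cells (1,000/well) for 4 h; treat with compound and infect with HCVcc-Cre, moi about 0.5. Incubate 44 h, then detect luciferase activity.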
# AmpC detergent: inhibitors of E. coli AmpC beta-lactamase with detergent; AmpC hydrolysis of nitrocefin, absorbance 480 nm, 0.01% Triton; AID 485294; 370,000 compounds, 0.041% hits; P00811; Potency, µM (series often up to 114 µM), without a hit: top-dose activity change, negative = inhibition, most hits filed as inhibitors;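 note: potency is the fitted concentration of half-maximal effect; 0% = no-compound wells and -100% = no-enzyme wells; nearly all actives have a fitted effect of over 25% in size; some results filed as inactive show a strong effect at the top dose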
# Target sequence (P00811 whole entry, looked up): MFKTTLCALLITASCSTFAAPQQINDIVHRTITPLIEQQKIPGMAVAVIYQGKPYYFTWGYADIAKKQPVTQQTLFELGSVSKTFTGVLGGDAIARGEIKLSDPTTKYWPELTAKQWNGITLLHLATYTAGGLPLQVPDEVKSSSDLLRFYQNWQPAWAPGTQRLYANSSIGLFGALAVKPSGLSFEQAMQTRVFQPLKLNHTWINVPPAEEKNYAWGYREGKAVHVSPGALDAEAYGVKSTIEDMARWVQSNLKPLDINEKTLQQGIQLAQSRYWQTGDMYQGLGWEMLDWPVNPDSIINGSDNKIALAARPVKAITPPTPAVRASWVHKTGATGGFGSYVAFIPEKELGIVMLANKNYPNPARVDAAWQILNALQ
#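 20 mM phosphate pH 7.0 + 0.01% (detergent screen) or 0.0001% Triton X-100; 5.3 nM AmpC reagent; cpd preinc 15 min RT; nitrocefin (800 uM stock) to start; A480 q20 s × 4 min; Activity was normalised to no-enzyme and no-compound control wells.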
# HCMV inh: human cytomegalovirus inhibition; HFF cells, HCMV-luciferase reporter, 72 h; active compounds read low; activity change, negative = inhibition, % at 57.5 µM; 410,000 compounds, 4.5% hits; in the data active = activity change below about -60%; inconclusive = no clear call, values can overlap the other calls; inactive = above about -39%
#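 Screen run at 2 compound doses on HFFs infected with reporter HCMV, MOI 1 PFU/cell. Luciferase activity from cell lysates at 72 h post infection gave inhibition relative to buffer-only and Salinomycin wells.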
# FBPA Giardia inh: Giardia lamblia aldolase inhibition. A8B2U2. purified Giardia FBPA. Potency, µM (highest dose often 59.6 µM), inactives show at the top dose activity, negative = inhibition, most hits filed as inhibitors. 290,000 compounds, 0.71% hits. AID 2451; note: potency is the fitted concentration of half-maximal effect; nearly all actives have a fitted effect of over 55% in size
# Target sequence (A8B2U2 whole entry, looked up): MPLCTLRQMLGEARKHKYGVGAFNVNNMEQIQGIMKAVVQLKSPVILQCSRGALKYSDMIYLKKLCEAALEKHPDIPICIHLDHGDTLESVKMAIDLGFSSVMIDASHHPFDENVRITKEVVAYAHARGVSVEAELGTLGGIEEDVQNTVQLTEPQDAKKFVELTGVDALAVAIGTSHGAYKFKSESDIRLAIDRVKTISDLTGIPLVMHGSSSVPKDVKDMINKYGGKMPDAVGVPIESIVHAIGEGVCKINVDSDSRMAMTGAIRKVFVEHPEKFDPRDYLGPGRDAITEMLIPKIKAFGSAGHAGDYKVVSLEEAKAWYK
#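 Giardia FBPA (40 nM reagent) was preincubated 10 min at RT with compound (up to 57.5 uM final), then substrate plus GAPDH/TPI/NAD/arsenate coupling system with diaphorase/resazurin was added; resorufin fluorescence (525/598 nm) was read after 20 min.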
# Sm TGR block: inhibitors of Schistosoma mansoni thioredoxin glutathione reductase; Q962Y6; purified TGR, DTNB reduction, TNB absorbance 405 nm; Potency, µM (top dose mostly 114 µM), for the others: top-dose activity change, negative = inhibition, actives largely listed as inhibitors; 360,000 compounds, 3% hits; AID 485364; note: potency is the fitted concentration of half-maximal effect; nearly all actives have a fitted effect of over 60% in size
#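 Kinetic colorimetric format: TGR-catalysed, NADPH-driven DTNB reduction monitored via TNB absorbance. Enzyme dispensed at 20 nM; compound exposure 15 min at room temperature before reaction start.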
# * marks the source's active call; other numbers are inactive results; ? = inconclusive; nt = no result given; & = joins results of further samples; [ ] = dose if it differs, or a comment. Unless noted, calls come from the whole dose curve; as a rule, active = well fitted curve in the direction sought with a large enough effect; inconclusive = small, poorly fitted or top-dose-only effect, or another doubt; inactive = no such curve, though single readings can be large; an effect the other way counts as inactive or inconclusive. Unless noted, % is set by controls: 0 for no effect and ±100 for the full control effect. Compounds were not picked by outcome (roughly 9.3% active in at least one column).
SMILES,AMA1-RON2 inh,HCV inh,AmpC detergent,HCMV inh,FBPA Giardia inh,Sm TGR block
CCc1ccc(-n2nc3ccc(NC(=O)c4ccc(C#N)cc4F)cc3n2)cc1,nt,nt,-1.3%,11.0,nt,8.9%
CCOC(=O)c1sc2c(c1C)c(=O)n(CCO)c(=O)n2Cc1ccccc1,-1.7%,?,0.5%,4.1,0.3%,-3.9%
O=S(=O)(c1cccc(C(F)(F)F)c1)n1c(/C=C/c2ccccc2)nc2ccccc21,nt,nt,-3.8%,-18.4,nt,1.7%
O=C(O)CCC(=O)N1N=C(c2ccc(Br)cc2)CC1c1cccs1 (stereo not given),-1.5%,8.3%,3.2%,?,13.6%,nt
COc1ccc(C(=O)N2CCCCC2)cc1S(=O)(=O)Nc1ccccc1,7.2%,11.2%,-15.4%,?,7.2%,-19.2%
O=C(Nc1ccc2c(c1)OCCO2)C(=O)NC1CC1,-1.3%,-4.3%,?,98.4,-5.2%,3.3%
CCCCCCC(=O)N1CCCC(c2nc(-c3cccc(OC)c3)no2)C1 (stereo not given),-1.3%,-24.5%,?,0.0,5.6%,0.7%
CCOC(=O)c1c(C)n(C)c2cc(Br)c(OC)cc12,12.8%,7.94µM*,0.1%,-27.9,-0.1%,0.0%
CCOC(=O)N1CCC(NC(=O)c2cc3c(=O)n(C)c4ccccc4c3n2C)CC1,-1.9%,-19.8%,-8.9%,10.6,-6.2%,1.5%
COc1cc(NC(=O)c2ccccc2)c(C)cc1NC(=O)CC(CC(=O)O)c1ccccc1 (stereo not given),4.3%,18.6%,-14.9%,nt,-1.3%,2.1%
CCOc1ccc(CNC(=O)Cc2ccc(NC(=O)N3CCCCc4ccccc43)cc2)cc1OC,nt,nt,1.3%,35.4,nt,2.8%
CCc1cccc(NC(c2nnc(-c3ccccc3)o2)c2ccc(F)cc2Cl)c1 (stereo not given),nt,nt,1.3%,3.8,nt,5.0%
CCOc1cc(C2C3=C(CCCC3=O)Nc3ccc4ncccc4c32)ccc1O (stereo not given),-14.2%,3.8%,-4.5%,29.5,-19.5%,-18.6%
CC(=O)Nc1cn(C(C)=O)c(C)n1,nt,12.7%,-15.5%,nt,3.0%,2.6%
Cc1c(C(=O)N2CCCC2)oc2c1-c1nn(CC(=O)NCCCN3CCCCC3)cc1CC2,0.0%,20.4%,2.0%,-27.8,nt,-32.5%
CCOc1ccc(NC(=O)c2c(NC(=O)c3cccs3)sc3c2CCC(C(C)(C)C)C3)cc1 (stereo not given),nt,nt,16.7%,31.1,nt,0.5%
CCc1nc(NC2CCCCC2)c(C#N)c2c1COC(C)(C)C2,-6.4%,12.2%,?,-14.7,-0.8%,0.0%
CSc1ccc(Cl)c(C(=O)OCC(=O)N2CC(C)OC(C)C2)c1 (stereo not given),-6.7%,19.7%,1.8%,-9.7,0.8%,-0.6%
O=S(=O)(Nc1nc2ccccc2nc1Cl)c1cccc(C(F)(F)F)c1,5.9%,-19.0%,3.7%,-22.3,11.5%,-1.4%
CCCN1CCN(C2CCCCC2NS(=O)(=O)c2ccccc2)CC1 (stereo not given),0.0%,16.7%,3.2%,nt,6.9%,-13.0%
Cc1ccc(S(=O)(=O)N[C@@H](CC(C)C)C(=O)N2CCC(C(=O)N[C@H](C(=O)O)C(C)C)CC2)cc1,-5.2%,0.5%,-15.6%,9.4,18.0%,1.2%
O=C(COC(=O)c1cccc(S(=O)(=O)NCc2ccccc2)c1)c1ccccc1,9.6%,-1.9%,-6.5%,-21.6,3.3%,-1.1%
CSc1nc2[nH]c3c(c2c2ncnn12)CCCC3,0.4%,?,?,24.2,-4.3%,-4.8%
Cc1nc(Nc2ccccc2)sc1-c1ccccc1,-12.4%,?,-14.8%,85.8,-16.5%,1.1%
NC(=O)c1nsc(C(=O)N(CC(=O)NC2CCCC2)c2cccc(C(F)(F)F)c2)c1N,3.4%,?,13.0%,-13.6,-8.7%,8.8%
COc1cccc(C2Nc3ccccc3C(=O)N2c2ccc(F)cc2)c1O (stereo not given),25.8%,9.6%,-4.4%,-17.4,9.3%,-1.2%
COc1ccc(CCNc2oc(Cc3ccccc3)nc2C#N)cc1OC,-2.2%,10µM*,-13.1%,-13.8,0.5%,16.3%
Cc1cc(C)cc(-n2nnnc2-c2cn(C)nc2C(F)(F)F)c1,2.3%,-14.7%,-1.5%,29.5,4.7%,-16.6%
CC1=C(C(=O)Nc2ccccc2C(=O)NCc2ccccc2)SCCO1,-2.9%,-12.1%,4.8%,-30.7,nt,12.0%
CCN(CC)CC#CCC(O)(c1ccccc1)C1CCCCC1 (stereo not given),-8.5%,?,-0.2%,-8.1,3.8%,-2.0%
COc1ccc(N2CC(C(=O)Nc3ccc(NC(C)=O)cc3)CC2=O)cc1 (stereo not given),nt,nt,14.1%,-5.1,nt,-6.0%
CC(C)C(Nc1ccc(S(=O)(=O)N2CCOCC2)cc1[N+](=O)[O-])C(=O)O (stereo not given),-5.8%,20.8%,-9.8%,20.9,1.2%,3.6%
CC(C)(CO)NCC(O)Cn1cc(C=O)c2ccccc21 (stereo not given),-1.4%,6.8%,2.7%,-6.6,1.1%,2.2%
O=C(CCSCCC(=O)NCc1ccccc1)NCc1ccccc1,1.6%,-0.8%,?,14.5,2.1%,2.0%
COc1ccc(C=C2SC(=S)NC2=O)c(OC)c1OC,11.8%,?,nt,-16.9,nt,nt
CC(C)c1cnc2c(c1SCC(=O)c1ccccc1)c(=O)n(C)c(=O)n2C,nt,nt,0.8%,39.2,nt,-10.3%
CC(=O)Nc1ccccc1OC(=O)N(C)C,-0.2%,12.7%,-9.4%,27.0,10.7%,0.0%
CCN1CCN(CC(=O)Nc2ccc(OC(F)(F)F)cc2)CC1,-17.8%,?,-16.2%,-19.5,17.8µM*,0.0%
CSc1nnc2c(n1)OC(C)N(C(=O)c1ccccc1)c1ccccc1-2 (stereo not given),-5.8%,2.0%,-15.3%,3.6,4.3%,0.0%
CC1CCC2(CC1)NC(=O)N(CC(=O)c1ccc(CNC(=O)C(C)(C)C)s1)C2=O (stereo not given),-0.3%,4.6%,4.2%,?,nt,-1.6%
O=C(NCC1CCCO1)c1onc(CSc2ccccc2)c1C(=O)O (stereo not given),-5.7%,22.3%,-7.9%,-16.6,9.9%,-7.4%
Nc1nonc1C(=O)NCCNCc1cc(Br)ccc1OCc1ccc(F)cc1,-6.1%,?,-2.0%,-21.4,-3.1%,-27.6%
CN(CC(O)COCc1ccc2c(c1)OCO2)C1CCCCC1 (stereo not given),-2.2%,17.7%,?,-15.1,-7.0%,-0.1%
C/C(=N\NC(=O)Cn1c(-c2ccccn2)nc2ccccc21)c1ccccc1,4.0%,?,1.5%,13.8,10.3%,6.0%
NC(=O)COC(=O)c1cc(S(=O)(=O)N2CCOCC2)ccc1N1CCCCC1,-0.3%,17.8%,-16.3%,25.5,7.1%,4.5%
Cn1nccc1C(=O)NC1CCCc2c1cnn2-c1ccc(F)cc1F (stereo not given),-4.7%,?,5.9%,-81.5*,nt,8.5%
N#Cc1nc(-c2ccc([N+](=O)[O-])cc2)oc1N1CCCCC1,9.8%,13.6%,1.8%,nt,5.5%,-2.9%
Cc1cc2nc(-c3ccc(SCc4ccc(C(=O)O)cc4)nc3)[nH]c2cc1C,17.0%,?,-3.8%,66.9,?,16.7%
O=C(NCC1CCCO1)C(c1ccc(F)cc1)N(CC1CCCO1)C(=O)c1ccc(-c2ccccc2)[nH]1 (stereo not given),-5.7%,9.4%,-5.7%,7.2,-0.9%,-2.2%
CC1(C)CC(=O)C(N=Nc2ccc(Cl)cc2)=C(O)C1,-14.5%,-10.2%,-0.3%,?,3.7%,-4.0%
Cc1ccc(C)c(OCCCCCn2ccnc2)c1,-5.8%,?,-3.3%,-21.7,1.9%,-26.0%
COc1ccc(CN2CCCC(C(=O)Nc3cccc(-n4cccn4)c3)C2)cc1 (stereo not given),-12.4%,?,-6.5%,-16.3,nt,-9.9%
Cc1cc[n+](-c2nc3ccccc3nc2[N-]S(=O)(=O)c2cccs2)cc1C,-0.5%,16.4%,-12.3%,-32.6,0.6%,-0.2%
CCOC(=O)[C@H]1[C@H]2COc3ccc(C)cc3[C@@H]2N2C(=O)[C@@H](C)NC(=O)[C@@]12C,-3.2%,2.5%,-1.6%,5.0,nt,0.0%
CC(NC(=O)CNC(=O)c1sc2ccccc2c1Cl)c1ccc(S(N)(=O)=O)cc1 (stereo not given),-0.1%,-13.8%[8.37 µM],?,-28.2,nt,0.1%
CN(C(=O)c1ccc(NC(=O)C2CCCN(C(=O)OC(C)(C)C)C2)cc1)C1CC1 (stereo not given),12.6%,-4.7%,nt,96.4,nt,nt
COc1cc(C2C3C(=O)N(c4ccccc4)C(=O)C3ON2c2ccccc2)ccc1O (stereo not given),-2.8%,22.0%,-3.7%,27.7,-3.0%,-32.2%
O=C(Nc1ccc2c(c1)OCCO2)c1ccc(Cl)cc1Cl,-7.7%,-29.5%,?,29.3,-3.4%,0.4%
COc1cc(/C=C(/C#N)C(=O)NCc2ccccc2)cc(OC)c1OC,8.8%,-8.9%,1.0%,23.4,7.7%,-12.2%
Cc1noc(C)c1CSCC(=O)N(C)CC(=O)Nc1ccccc1Br,-6.6%,16.0%,-14.6%,-12.6,nt,0.1%

# An excerpt of these results, field by field.
Cc1ccc(C)c(OCCCCCn2ccnc2)c1
  AMA1-RON2 inh = -5.8%	HCV inh = ?	AmpC detergent = -3.3%	HCMV inh = -21.7	FBPA Giardia inh = 1.9%	Sm TGR block = -26.0%

COc1ccc(CN2CCCC(C(=O)Nc3cccc(-n4cccn4)c3)C2)cc1 (stereo not given)
  AMA1-RON2 inh = -12.4%	HCV inh = ?	AmpC detergent = -6.5%	HCMV inh = -16.3	FBPA Giardia inh = nt	Sm TGR block = -9.9%

# (more compounds)
SMILES,AMA1-RON2 inh,HCV inh,AmpC detergent,HCMV inh,FBPA Giardia inh,Sm TGR block
COc1cc(CNC(=O)CCCCCCC(C)C)ccc1O,-4.8%,-4.2%,?,-10.4,6.4%&7.9%,-9.4%
COC(=O)c1sccc1S(=O)(=O)N(CC(=O)NCc1ccc(C)cc1)c1ccc(Cl)cc1,nt,nt,?,-4.9,nt,-13.8%
Clc1ccc(-c2nc(N3CCCCC3)nc3ccccc23)cc1,36.3%[activator],-6.2%,-14.9%,1.2,0.2%,-5.7%
CC(C)Oc1ccc(S(=O)(=O)N2CCCCC2)cc1NC(=O)CC1OC(=O)c2ccccc21 (stereo not given),5.3%,?,1.0%,-18.1,nt,-0.2%
Cc1ccccc1NS(=O)(=O)c1cc2c3c(c1)CC(=O)N3CCC2,-7.3%,-12.2%,-1.8%,-8.4,nt,0.1%

# Taken from above.
# CC(C)Oc1ccc(S(=O)(=O)N2CCCCC2)cc1NC(=O)CC1OC(=O)c2ccccc21 (stereo not given) in AMA1-RON2 inh = 5.3%
# COc1cc(CNC(=O)CCCCCCC(C)C)ccc1O in HCV inh = -4.2%
